Pol iota inh: DNA polymerase iota (human) inhibition; actives 1% (n = 390,000); Pol iota fluorescent replication assay, 10 min; Potency, µM (highest dose often 115 µM), without a hit: at the top dose activity, negative = inhibition, most hits filed as inhibitors
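Pol iota at 10 nM preincubated 15 min with compounds at room temperature; reaction started with fluorescent substrate, 50 nM final. Fluorescence read kinetically at 0 and 10 min; buffer-only wells as negative control.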
Pin1 inh: inhibitors of human Pin1; Pin1 FP peptide displacement, HiFluor488, 10 min; actives 0.009% (n = 390,000); Potency, µM (top dose mostly 115 µM), inactives show at the top dose activity, negative = inhibition, most hits filed as inhibitors; active = well fitted inhibition curve with a large enough effect in the polarisation, with a control signal flat, not every such curve was filed as active; inconclusive = small, poorly fitted or top-dose-only effect, or effect the other way, or a change in a side signal; inactive = no such curve, though single readings can be large or run the other way; the % refers to the polarisation; note: % is set by controls: 0 for no effect and ±100 for the full control effect
Target sequence (Q13526 whole entry, looked up): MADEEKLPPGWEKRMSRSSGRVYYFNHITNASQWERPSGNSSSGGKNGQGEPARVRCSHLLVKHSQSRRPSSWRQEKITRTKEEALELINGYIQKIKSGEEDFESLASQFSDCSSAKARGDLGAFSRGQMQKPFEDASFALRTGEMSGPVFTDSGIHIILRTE
BLM inh: blocks DNA unwinding by human BLM helicase | P54132 | recombinant BLM DNA unwinding, fluorescence dequenching | Potency, µM (doses to about 56.1 µM), without a hit: at the highest dose activity change, negative = inhibition, hits mostly inhibitors | actives 0.2% (n = 350,000) | AID 2528;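 note: plate controls were vehicle for no effect and no enzyme for full effect; nearly all actives have a fitted effect of over 35% in size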
HP1b chromo inh: HP1-beta chromodomain-methylated histone interaction inhibition | P83916 | AlphaScreen HP1-beta / biotin-H3K9me3 peptide binding | Potency, µM (top dose mostly 114 µM), inactives show top-dose activity change, negative = inhibition, hits mostly inhibitors | actives 0.56% (n = 390,000) | AID 540317; note: nearly all actives have a fitted effect of over 70% in size; inactives centre near 23
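HP1-beta protein (50 nM final) preincubated 30 min at room temperature with biotinylated H3(1-18)K9me3 peptide (50 nM) in PBS pH 7.4, 0.01% Tween-20, then compound added for 30 min. AlphaScreen streptavidin donor/nickel chelate acceptor beads (10 ug/mL final), 30 min dark, luminescence read.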
BAZ2B block: blocks human BAZ2B; Q9UIF8; AlphaScreen BAZ2B-H3K14Ac peptide displacement; Potency, µM (top dose mostly 114 µM), for the others: at the top dose activity change, negative = inhibition, usual class: inhibitors; actives 4.4% (n = 360,000); AID 504333; note: % is set by controls: 0 for no effect and ±100 for the full control effect; nearly all actives have a fitted effect of over 60% in size
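Multi-concentration screen (max 110 uM) measuring displacement of acetylated histone H3 peptide from BAZ2B by AlphaScreen, using 50 nM protein, 50 nM peptide and 10 ug/mL streptavidin donor plus Ni-chelate acceptor beads.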
JMJD2A Tudor: blocks the human JMJD2A Tudor domain. AlphaScreen JMJD2A-Tudor / H3K4me3 peptide binding. Potency, µM (highest dose often 114 µM), for the others: at the highest dose activity change, negative = inhibition, usual class: inhibitors. actives 4.4% (n = 390,000); note: % is set by controls: 0 for no effect and ±100 for the full control effect; nearly all actives have a fitted effect of over 50% in size
GLS inh: glutaminase GLS (human) inhibition; actives 0.21% (n = 410,000); Potency, µM (series often up to 45.5 µM), for inactives: top-dose activity change, negative = inhibition, hits mostly inhibitors; O94925; GLS enzymatic activity, qHTS titration; AID 624170; note: % is set by controls: 0 for no effect and ±100 for the full control effect
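Enzyme dispensed in phosphate buffer (45 mM, pH 8.2, 0.02% Tween-20), compounds pinned in, then 1 mM L-glutamine solution and the glutamate oxidase–HRP–Amplex Red mix added; fluorescence read immediately and again after 30 min at room temperature.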
G9a block: G9a (human) methyltransferase inhibition; Q96KQ7; G9a H3K9 monomethylation, AlphaScreen, 2 h; Potency, µM (titrated, usually from 102 µM), for inactives: at the top dose activity, negative = inhibition, actives largely listed as inhibitors; actives 8.8% (n = 350,000); note: % is set by controls: 0 for no effect and ±100 for the full control effect; nearly all actives have a fitted effect of over 75% in size
Target sequence (Q96KQ7 913-1193 limits assumed): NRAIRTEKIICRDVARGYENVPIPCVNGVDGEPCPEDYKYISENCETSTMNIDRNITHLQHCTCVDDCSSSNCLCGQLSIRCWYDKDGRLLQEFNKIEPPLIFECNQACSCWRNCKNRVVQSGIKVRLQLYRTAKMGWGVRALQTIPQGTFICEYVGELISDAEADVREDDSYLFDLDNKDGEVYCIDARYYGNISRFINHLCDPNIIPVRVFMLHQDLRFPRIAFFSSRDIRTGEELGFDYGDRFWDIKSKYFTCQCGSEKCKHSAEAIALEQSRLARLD
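Chemiluminescent proximity detection of H3K9 monomethylation, read after 10 min bead incubation in the dark. Reaction: 20 nM G9a, 500 nM biotin-H3K9 peptide, 20 uM SAM cofactor, 2 h, room temperature, following 15 min enzyme-compound preincubation.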
Tb PGK inh: T. brucei PGK inhibition; P07378; PGK/GAPDH coupled, Kinase-Glo luminescence, 60 min; Potency, µM (top dose mostly 57.5 µM), inactives show at the top dose activity change, negative = inhibition, most hits filed as inhibitors; actives 0.043% (n = 380,000); note: % is set by controls: 0 for no effect and ±100 for the full control effect; nearly all actives have a fitted effect of over 60% in size
Target sequence (P07378 whole entry, looked up): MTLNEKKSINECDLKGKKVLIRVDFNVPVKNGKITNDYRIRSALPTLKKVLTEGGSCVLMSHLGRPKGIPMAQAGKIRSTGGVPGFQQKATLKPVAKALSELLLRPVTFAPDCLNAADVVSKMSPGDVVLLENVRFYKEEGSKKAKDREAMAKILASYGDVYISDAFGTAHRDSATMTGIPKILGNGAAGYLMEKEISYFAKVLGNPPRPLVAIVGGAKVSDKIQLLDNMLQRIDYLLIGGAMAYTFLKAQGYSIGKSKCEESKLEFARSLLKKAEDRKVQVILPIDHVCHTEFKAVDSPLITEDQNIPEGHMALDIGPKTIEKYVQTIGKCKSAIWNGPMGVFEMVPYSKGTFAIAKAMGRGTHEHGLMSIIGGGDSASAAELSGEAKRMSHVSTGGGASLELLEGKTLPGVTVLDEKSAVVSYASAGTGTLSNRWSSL
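Recombinant glycosomal PGK reaction used 1,3-bisphosphoglycerate generated in-well by GAPDH (100nM final) in 100mM TEA pH 7.6, 5mM MgCl2, 0.01% Tween-20. After 60 minutes at room temperature, ATP was read by Kinase-Glo Plus luminescence end-point.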
* marks the source's active call; other numbers are inactive results; i = inactive; u = inconclusive; x = not tested or not shown; [ ] = another dose, or the depositor's remark. Unless noted, calls come from the whole dose curve; as a rule, active = well fitted curve in the direction sought with a large enough effect; inconclusive = small, poorly fitted or top-dose-only effect, or another doubt; inactive = no such curve, though single readings can be large; an effect the other way counts as inactive or inconclusive. Potency is the fitted concentration of half-maximal effect. Only part of the results is shown. The share of hits here may be higher or lower than overall.

1) CCCn1c(C)cc(C(=O)COc2ccc(-c3nnco3)cc2)c1C
2) CC(C)=CC1C(C(=O)NCCOc2ccccc2)C1(C)C (stereo unspecified)
3) COC(=O)C1=C(C)n2nnnc2NC1c1cc2ccccc2o1 (stereo unspecified)
4) C=CCNC(=O)N1CCc2[nH]c3ccc(F)cc3c2C1
5) CCNc1nc(Oc2ccc(C(=O)OC)cc2)nc(N2CCOCC2)n1
6) C/C(=N\O)C(=O)NCCN1CCCCC1

compound no.,1,2,3,4,5,6
BAZ2B block,u,10%,11%,-13%,-3%,5%
HP1b chromo inh,-18%,89%[activator],10%,44%[activator],36%,24%
Pin1 inh,8%,0%,3%,u,-3%,-13%
JMJD2A Tudor,-33%,21%,-14%,-23%,2%,-8%
GLS inh,48%[activator],-4%,23%,5%,3%,u
BLM inh,-2%,-2%,-3%,-7%,-3%,-4%
G9a block,u,29%,15%[59 µM],-14%,23%[12.7 µM],u
Pol iota inh,4%,81%[activator],12%,-16%,39%[activator],6%
Tb PGK inh,-7%,-8%,0%,x,i,1%

7) CCNC(=S)N1C2CCC1CC(NC(=O)NC1CCCCC1)C2 (stereo unspecified)
8) Cc1ccc(NS(=O)(=O)c2ccc(/C=C/C(=O)O)cc2)cc1Cl
9) CCc1cc2cc(C)ccc2nc1SCC(=O)NC1CCCC1
10) COc1cccc(CNc2ccc3[nH]c(=O)[nH]c3c2)c1OCc1ccccc1Cl
11) C=CCc1c(C)nc(C)nc1N/N=C/c1ccc(F)cc1
12) C=CCNC(=O)C1=NN(c2c(F)c(F)cc(F)c2F)C(=O)CC1

compound no.,7,8,9,10,11,12
BAZ2B block,-3%,-4%,-17%,13µM*,11%,-4%
HP1b chromo inh,12%,-2%,23%,u,35%,-7%
Pin1 inh,-2%,-7%,2%,-18%,-6%,u
JMJD2A Tudor,-2%,-17%,-2%,40µM*,14%,-18%
GLS inh,-1%,5%,-5%,25%,20%,-9%
BLM inh,1%,3%,-4%,-18%,-1%,-5%
G9a block,17%[59 µM],-13%[0.0925 µM],14%,x,35%[activator],-24%[2.33 µM]
Pol iota inh,22%,104%[activator],82%[activator],12%,11%,-36%
Tb PGK inh,3%,-3%,i,8%,i,-2%

Of the compounds above, these contain fluorine:
4) C=CCNC(=O)N1CCc2[nH]c3ccc(F)cc3c2C1
11) C=CCc1c(C)nc(C)nc1N/N=C/c1ccc(F)cc1
12) C=CCNC(=O)C1=NN(c2c(F)c(F)cc(F)c2F)C(=O)CC1

compound no.,4,11,12
BAZ2B block,-13%,11%,-4%
HP1b chromo inh,44%[activator],35%,-7%
Pin1 inh,u,-6%,u
JMJD2A Tudor,-23%,14%,-18%
GLS inh,5%,20%,-9%
BLM inh,-7%,-1%,-5%
G9a block,-14%,35%[activator],-24%[2.33 µM]
Pol iota inh,-16%,11%,-36%
Tb PGK inh,x,i,-2%

Carrying on:
13) Cc1cc(NC(=O)COC(=O)[C@@H]2CCCN2C(=O)c2cccs2)no1
14) Cc1ccccc1Cn1nnc2c(=O)[nH]c(C3CCN(C(=O)c4ccccc4Cl)CC3)nc21
15) C=CCSc1nnc(NC(=O)C2CSC3(C)CCC(=O)N23)s1 (stereo unspecified)
16) CC(=O)Nc1ccc2c3c(cccc13)C(=O)N(c1ccccc1)C2=O
17) Cc1ccc(OCCC(=O)OCC(=O)Nc2c(C)nn(-c3ccccc3)c2C)cc1
18) CCOC(=O)c1ccc(NC(=O)CCOc2ccccc2)cc1

compound no.,13,14,15,16,17,18
BAZ2B block,x,-3%,11%,-3%,10%,1%
HP1b chromo inh,37%,24%,24%,38%[activator],28%,55%[activator]
Pin1 inh,1%,-3%,-2%,2%,-1%,-2%
JMJD2A Tudor,-1%,-6%,-12%,6%,-6%,-3%
GLS inh,-1%,21%,1%,-17%,-1%,1%
BLM inh,x,-1%,x,-2%,x,-6%
G9a block,x,9%[59 µM],5%[0.501 µM],5%,-24%,-10%[12.7 µM]
Pol iota inh,2%,2%,54%[activator],-17%,23%,9%
Tb PGK inh,-10%,0%,7%,-3%,1%,-5%

19) CC(C)(C)c1n[nH]c(=S)n(N)c1=O
20) O=C1N=C(N2CCOCC2)SC1=Cc1ccco1
21) COC(=O)CCCCCCCCC(O)CN1CCCCC1 (stereo unspecified)
22) O=C(CCCN1C(=O)[C@H]2CC=CC[C@H]2C1=O)NCc1nc(-c2ccc(Cl)cc2)no1
23) COc1ccc(S(=O)(=O)N2CCC(C(=O)Nc3cc(Cl)ccc3N3CCOCC3)CC2)cc1OC
24) COc1ccc(C2(SCC(N)C(=O)O)c3ccccc3-c3ccccc32)cc1 (stereo unspecified)

compound no.,19,20,21,22,23,24
BAZ2B block,u,x,3%,-5%,3%,x
HP1b chromo inh,-22%,22%,35%,29%,23%,9%
Pin1 inh,-1%,-7%,6%,-7%,5%,2%
JMJD2A Tudor,5µM*,-4%,4%[57.1 µM],-15%,-17%,-29%
GLS inh,2%,-14%,0%,0%,1%,-3%
BLM inh,1%,x,-1%,0%,x,x
G9a block,9%[12.7 µM],x,-1%,15%,-27%,x
Pol iota inh,-24%,-21%,u,30%,u,u
Tb PGK inh,i,8%,-1%,i,-9%,i

25) COc1ccc(C(=O)CSc2nnc(C3CCCCC3)n2N)c(OC)c1
26) COc1cc(C(=O)OCC(=O)Nc2cccc(S(=O)(=O)N3CCCC3)c2)ccc1OCC(C)C
27) Cc1ccc(-c2cc(C(=O)N3CC(C)OC(C)C3)c3ccccc3n2)o1 (stereo unspecified)
28) O=C(CN1CCN(S(=O)(=O)c2cccc(F)c2)CC1)NCC1(N2CCOCC2)CCCCC1
29) Cc1cc(C(=O)N2CCN(S(=O)(=O)c3ccccc3)CC2)c(C)o1
30) Cc1nnc(SCC(=O)NC(=O)Nc2ccc3c(c2)OCCO3)n1N

compound no.,25,26,27,28,29,30
BAZ2B block,-4%,-4%,7%,-4%,-13%,2%
HP1b chromo inh,28%,9%,38%,27%,14%,20%
Pin1 inh,12%,12%,-2%,2%,1%,8%
JMJD2A Tudor,-22%,-19%,-9%,-7%,-12%,-12%
GLS inh,5%,-21%,5%,-3%,-3%,6%
BLM inh,-5%,x,x,x,-6%,0%
G9a block,-7%[12.7 µM],6%[12.7 µM],10µM*,-26%[59 µM],x,x
Pol iota inh,u,10%,31%[activator],-14%,21%,-14%
Tb PGK inh,i,-8%,-2%,-3%,-2%,3%

31) CCn1nc(C)c(CCN(C)C(=O)Nc2cc(Cl)ccc2C)c1C
32) Cc1ccc(-n2c(SCc3cn4ccsc4n3)nc3ccccc3c2=O)cc1
33) OC(CN1CCCC(C(F)(F)F)C1)c1ccccc1 (stereo unspecified)
34) COc1ccc(NS(=O)(=O)c2cn(C)cn2)cc1Cl
35) O=C(NCCc1ccc(Cl)cc1)c1ccc(CS(=O)(=O)Cc2ccc(F)cc2)o1
36) O=C(c1ccco1)N1CCN(C(=O)c2cn(-c3ccccc3)nc2-c2ccccc2)CC1

compound no.,31,32,33,34,35,36
BAZ2B block,-14%,-37%,2%,0%,6%,6%
HP1b chromo inh,40%[activator],10%,-2%,64%[activator],16%,19%
Pin1 inh,-6%,18%,-2%,2%,6%,-2%
JMJD2A Tudor,1%,-28%,-8%,-1%,-3%,-14%
GLS inh,-7%,3%,6%,1%,-3%,-2%
BLM inh,0%,-7%,-3%,0%,-3%,x
G9a block,-2%[12.7 µM],-5%[12.7 µM],2%,20%[59 µM],-13%[59 µM],-1%[12.7 µM]
Pol iota inh,18%,-8%,13%,11%,-7%,12%
Tb PGK inh,-4%,2%,6%,-8%,-10%,2%

37) Cc1cc(C)cc(NC(=O)CSc2nnc(-c3ccccc3C)o2)c1
38) CCOc1ccc(NC(=O)Cn2c(=O)n(CCCCCC(=O)NCc3ccccc3)c(=O)c3sccc32)cc1
39) CCCNC(=O)OCc1cccnc1Sc1ccc(C)cc1
40) Cc1nn(C)c(C)c1-c1c(C#N)c(N)nc2c1CCCCCC2
41) COc1ccc(OC)c(CNC(=O)Cn2nc(C)c3nn(-c4ccc(Cl)cc4)c(C)c3c2=O)c1
42) Cc1cccc(-n2c(CNC(=O)c3ccc(S(=O)(=O)N(C)C)cc3)nnc2SCC(=O)Nc2ccc(F)cc2)c1

compound no.,37,38,39,40,41,42
BAZ2B block,28%,-20%,15%,-8%,2%,-1%
HP1b chromo inh,24%,28%,4%,8%,32%[57 µM],33%
Pin1 inh,10%,u,-5%,-1%,8%,11%
JMJD2A Tudor,4%,4%,45µM*,5%,-2%,u
GLS inh,3%,0%,0%,-1%,0%,2%
BLM inh,-2%,-12%,-5%,3%,-10%,5%
G9a block,1%[59 µM],1%[59 µM],29%,15%[59 µM],-19%[59 µM],-22%[12.7 µM]
Pol iota inh,19%,5%,83%[activator],18%,21%,5%
Tb PGK inh,7%,x,2%,-10%,-6%,7%

43) CCCCCNC(=O)c1ccc2c(=O)[nH]c3c(C(=O)NCC4CCCO4)sc(=S)n3c2c1 (stereo unspecified)
44) O=C(N=c1nc2ccccn2s1)c1ccccc1
45) O=C(CSc1nnnn1C1CCCC1)N1CCCc2ccccc21
46) Cc1ccc(-c2cc(C(=O)N3CCN(c4ncccn4)CC3)c3ccccc3n2)cc1
47) Cc1cc(C)cc(NC(=O)OCCN2CCN(Cc3ccccc3)CCC2=O)c1

compound no.,43,44,45,46,47
BAZ2B block,-39%,50%[activator],0%,-35%,u
HP1b chromo inh,u,23%,30%,26%,33%
Pin1 inh,11%,-1%,3%,u,4%
JMJD2A Tudor,-33%[57.1 µM],-6%,5%,-13%,-18%
GLS inh,u,-3%,7%,1%,8%
BLM inh,-4%,-10%,-1%,-9%,2%[75.6 µM]
G9a block,u,u,-29%[12.7 µM],45µM*,-33%[59 µM]
Pol iota inh,-19%,-6%[58.9 µM],-12%,3%,2%
Tb PGK inh,-3%,-28%,0%[11.5 µM],6%,10%

Compound activity from PubChem BioAssay.
